PvdQ inh – P. aeruginosa PvdQ acylase inhibition | AID 488965 | 0.063% of 340,000 active | inhibition, % at 10 µM | purified PvdQ acylase, fluorescence plate reader; in the data active = inhibition above about 30%, passing the limit was not always enough;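 note: 0% = vehicle neutral wells and 100% = reference inhibitor wells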
SR-BI DiI inh – blocks mouse SR-BI lipid uptake from DiI-HDL. inhibition, % at 12.5 µM. ldlA[mSR-BI] CHO cells, DiI-HDL uptake fluorescence, 3 h. 0.96% of 320,000 active;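 active = mean replicate inhibition of at least 70% and a set share of replicates each scoring 70 or more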;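 note: 0% = median of neutral control wells and 100% = median of positive control wells; values of inactives mirror those of a sister screen read the other way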
NSD2 inh – NSD2 (human) methyltransferase inhibition. O96028. NSD2 peptide methylation, AlphaScreen, 120 min. inhibition, % at 12.5 µM. 0.54% of 310,000 active. AID 743445; in the data active = inhibition above about 50%
Keap1-Nrf2 PPI – Keap1-Nrf2 (human) interaction inhibition; Q14145; Keap1 Kelch-Nrf2 peptide fluorescence polarization, 1536-well; inhibition, % at 9.4 µM; 0.15% of 340,000 active; AID 504523; in the data active = inhibition above about 12%;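 note: human Keap1 Kelch domain with fluorescein labeled Nrf2 9mer peptide probe; 0% = neutral control wells and 100% = peptide positive control; higher means more block of Keap1 binding to Nrf2 peptide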
Arr AP2 block – human beta-arrestin and AP2 interaction inhibition; 0.31% of 340,000 active; inhibition, % at 10 µM; FITC-arrestin peptide / GST-AP2 beads, flow cytometry; AP2 beta2 appendage carries R879A mutation;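 active = inhibition above a set limit, near 3 SD of compounds lacking own fluorescence, cut at about 54% in these data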;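 note: plate controls were DMSO wells for no effect and 5 µM unlabelled arrestin peptide for full effect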
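Assay system: GST-AP2 R879A bound to glutathione beads, E. coli-expressed; Medium: PBS with 0.05% Tween 20 and 0.1% BSA; Also added: fluorescein-tagged arrestin peptide at 50 nM final; Timing: 12 min plus 1 h, RT; Measured by: flow cytometry, FL1 (488/535 nm); Evaluation: percent drop in bead-associated FITC signal.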
DAGLB inh – diacylglycerol lipase beta (human) inhibition; HEK293T DAGLB membrane lysate, EnzChek fluorogenic substrate; AID 504411; inhibition, % at 5.17 µM; 0.059% of 340,000 active; in the data active = inhibition above about 34%;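 note: 0% = enzyme with vehicle and 100% = wells lacking enzyme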
Target sequence (Q8NCG7 whole entry, looked up): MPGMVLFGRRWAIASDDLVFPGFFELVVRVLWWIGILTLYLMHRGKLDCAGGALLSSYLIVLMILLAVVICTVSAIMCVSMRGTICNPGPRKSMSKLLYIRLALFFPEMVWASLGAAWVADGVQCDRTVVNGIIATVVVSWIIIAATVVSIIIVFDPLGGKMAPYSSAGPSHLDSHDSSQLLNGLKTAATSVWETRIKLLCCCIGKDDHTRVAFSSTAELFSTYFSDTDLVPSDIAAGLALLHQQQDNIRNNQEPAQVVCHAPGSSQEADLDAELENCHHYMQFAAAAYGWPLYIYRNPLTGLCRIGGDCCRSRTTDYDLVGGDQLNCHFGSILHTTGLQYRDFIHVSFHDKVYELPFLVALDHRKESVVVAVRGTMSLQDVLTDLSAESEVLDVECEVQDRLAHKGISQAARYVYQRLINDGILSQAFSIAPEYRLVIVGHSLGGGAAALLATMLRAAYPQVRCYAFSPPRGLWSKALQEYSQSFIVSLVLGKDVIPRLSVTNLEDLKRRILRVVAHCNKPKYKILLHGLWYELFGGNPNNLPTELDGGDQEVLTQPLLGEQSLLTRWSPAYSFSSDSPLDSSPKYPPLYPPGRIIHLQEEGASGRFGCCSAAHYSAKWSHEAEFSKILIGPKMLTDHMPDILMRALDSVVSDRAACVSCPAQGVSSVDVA
SR-BI uptake up – SR-BI HDL lipid transfer activation. CHO ldlA[mSR-BI] cells, DiI-HDL uptake fluorescence, 3 h; 100 = double the neutral-control signal. 0.096% of 320,000 active. activation, % at 12.5 µM;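 active = mean replicate activation of at least 60% and every replicate at or above 60%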;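 note: 0% = median plate neutral-control signal and 100% = twice that signal; values of inactives mirror those of a sister screen read the other way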
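Test system: SR-BI-overexpressing, LDLR-lacking CHO cells; Also added: labelled HDL, 10 µg/mL; Measured by: bottom-read cell fluorescence after medium removal, ex 550/em 595 nm; Timing: 3 h uptake period with compound, 37 °C; Buffer or medium: F12, 0.5% BSA, 25 mM HEPES; Doses: single compound concentration, delivered by pin transfer.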
PKA-R2B act – activates the human PKA-R2B holoenzyme complex. P22694+P31323. PKA-R2B holoenzyme dissociation, Cy5-IP20 fluorescence polarization; R2B truncated from residue 108, S112A mutant; 0% DMSO only, 100% 113 µM cGMP. activation, % at 11.4 µM. 0.079% of 340,000 active;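 active = activation above a cutoff set at the mean over all compounds plus 3 SD, cut at about 18% in these data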;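 note: higher means more holoenzyme dissociation and a rise in polarization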
Target sequence (P31323 whole entry, looked up, other chains not shown, the tested form may be a part): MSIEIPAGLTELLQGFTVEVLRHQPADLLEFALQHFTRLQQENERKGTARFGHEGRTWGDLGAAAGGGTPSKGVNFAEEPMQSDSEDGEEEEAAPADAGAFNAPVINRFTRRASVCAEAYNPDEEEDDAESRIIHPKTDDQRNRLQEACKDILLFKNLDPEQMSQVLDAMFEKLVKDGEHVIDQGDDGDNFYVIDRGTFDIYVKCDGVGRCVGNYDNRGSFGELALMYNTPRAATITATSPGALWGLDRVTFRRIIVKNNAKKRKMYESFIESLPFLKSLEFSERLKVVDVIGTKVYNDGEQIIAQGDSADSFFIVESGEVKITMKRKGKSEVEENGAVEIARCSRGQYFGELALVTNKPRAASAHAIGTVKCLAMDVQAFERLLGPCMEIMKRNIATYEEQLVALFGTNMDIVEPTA
RTF Ca sens inh – cardiac RTF calcium desensitization; 0.12% of 340,000 active; P19429+P45379; AID 493244; inhibition, % at 7.15 µM; IANBD-labeled cardiac RTF, Ca2+ fluorescence;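 active = inhibition above the mean inhibition of all tested compounds plus 3 SD, cut at about 17% in these data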;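 note: assay run at fixed EC70 calcium of 1.6 mM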
LANA DNA inh – KSHV C-LANA DNA binding inhibition; 0.078% of 340,000 active; inhibition, % at 9 µM; MBP-C-LANA/FAM-LBS DNA binding, fluorescence polarization; AID 504423;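 active = highest replicate inhibition at or above 60% at 9 µM, even if other replicates fall short; inactive = all replicates below 60% inhibition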;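 note: 0% = neutral control wells and 100% = 4 µM acridine orange control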
The depositor's hits bear a star.

C#CCSc1nnc(CSc2nc3ccccc3s2)n1-c1ccccc1 was read as PvdQ inh -5, SR-BI DiI inh 4, NSD2 inh -3, Keap1-Nrf2 PPI -7, Arr AP2 block 12, DAGLB inh 1, SR-BI uptake up -4, PKA-R2B act -4, RTF Ca sens inh -3 and LANA DNA inh -0.6.
`CN(c1ccccc1)S(=O)(=O)c1cccc(NC(=O)COC(=O)C2CCCCC2)c1` gave PvdQ inh -3, SR-BI DiI inh -9, NSD2 inh -1, Keap1-Nrf2 PPI -2, Arr AP2 block 8, DAGLB inh -7, SR-BI uptake up 9, PKA-R2B act 0, RTF Ca sens inh 2 and LANA DNA inh -0.9.
COc1ccccc1/C=C/C1(C(=O)NC2CCCC2)CC(=O)N1c1ccc(F)cc1 (configuration not stated) was read as PvdQ inh 7, SR-BI DiI inh -7, NSD2 inh 0, Keap1-Nrf2 PPI -1, Arr AP2 block 20, DAGLB inh 0, SR-BI uptake up 7, PKA-R2B act -4, RTF Ca sens inh 7 and LANA DNA inh 0.7.
`NC(=O)c1cc2ccccc2oc1=NCc1ccccc1` gave PvdQ inh -8, SR-BI DiI inh 22, NSD2 inh 2, Keap1-Nrf2 PPI -2, Arr AP2 block -3, DAGLB inh -2, SR-BI uptake up -22, PKA-R2B act 1, RTF Ca sens inh -7 and LANA DNA inh -0.8.
Screening CC1CCN(C(=O)c2ccc(NC(=O)c3ccccc3)cc2)CC1 returned PvdQ inh -11, SR-BI DiI inh -15, NSD2 inh -1, Keap1-Nrf2 PPI 2, Arr AP2 block 11, DAGLB inh 3, SR-BI uptake up 15, PKA-R2B act 2, RTF Ca sens inh -8 and LANA DNA inh -0.3.
Screening C=CCn1c(SCCC#N)nnc1-c1ccncc1 returned PvdQ inh -17, SR-BI DiI inh -33, NSD2 inh 0, Keap1-Nrf2 PPI -3, Arr AP2 block -12, DAGLB inh 1, SR-BI uptake up 33, PKA-R2B act -13, RTF Ca sens inh 4 and LANA DNA inh -0.9.
`Cc1ccc(C(=O)/C=C/c2ccc(Br)cc2)o1` gave PvdQ inh 4, SR-BI DiI inh -12, NSD2 inh 1, Keap1-Nrf2 PPI 2, Arr AP2 block 16, DAGLB inh 3, SR-BI uptake up 12, PKA-R2B act -2, RTF Ca sens inh -13 and LANA DNA inh -1.1.
`Brc1ccc(-c2ccc(/C=N/Nc3nncc(-c4ccccc4)n3)o2)cc1` gave PvdQ inh 9, SR-BI DiI inh 23, NSD2 inh 4, Keap1-Nrf2 PPI 0, Arr AP2 block 2, DAGLB inh 3, SR-BI uptake up -23, PKA-R2B act -6, RTF Ca sens inh 1 and LANA DNA inh -0.1.
Screening Cc1cccc(NC(=O)c2nc[nH]c2C(=O)N[C@@H](C)C(=O)OC(C)(C)C)c1 returned PvdQ inh 8, SR-BI DiI inh -10, Keap1-Nrf2 PPI -2, Arr AP2 block -5, DAGLB inh -7, SR-BI uptake up 10, PKA-R2B act -6, RTF Ca sens inh 2 and LANA DNA inh 2.1.
COc1ccc(C2=NN(C(N)=S)C(c3ccco3)C2)cc1 (configuration not stated) was read as PvdQ inh -14, NSD2 inh 4, Keap1-Nrf2 PPI 0, Arr AP2 block -13, DAGLB inh 2, PKA-R2B act 1, RTF Ca sens inh -19 and LANA DNA inh 1.2.
`Cn1c(SCc2ccccc2F)nnc1-c1ccccn1` gave PvdQ inh -8, SR-BI DiI inh -12, NSD2 inh 1, Keap1-Nrf2 PPI -2, Arr AP2 block 4, DAGLB inh -5, SR-BI uptake up 12, PKA-R2B act -8, RTF Ca sens inh -4 and LANA DNA inh -0.1.
`CCOC(=O)c1c(NC(=O)CN2C(=O)NC3(CCCCC3C)C2=O)sc(C)c1CC` (configuration not stated) gave PvdQ inh -5, SR-BI DiI inh 23, NSD2 inh 2, Keap1-Nrf2 PPI 2, Arr AP2 block 3, DAGLB inh -1, SR-BI uptake up -23, PKA-R2B act -11, RTF Ca sens inh 0 and LANA DNA inh -0.7.
NC(N)=N/N=C/c1ccc(OCc2ccccc2)cc1 was read as PvdQ inh -11, SR-BI DiI inh -9, Keap1-Nrf2 PPI -5, Arr AP2 block 10, DAGLB inh -1, SR-BI uptake up 9, PKA-R2B act 6, RTF Ca sens inh -4 and LANA DNA inh -1.5.
Screening Cn1nc(C(=O)NC2CCCCCC2)ccc1=O returned PvdQ inh -13, SR-BI DiI inh 1, NSD2 inh 3, Keap1-Nrf2 PPI -5, Arr AP2 block 3, DAGLB inh 0, SR-BI uptake up -1, PKA-R2B act -5, RTF Ca sens inh -5 and LANA DNA inh -0.3.
Screening CC(=O)/C(=N/Nc1ccccc1)Sc1nnc(C(O)c2ccccc2)n1-c1ccccc1 (configuration not stated) returned PvdQ inh -7, SR-BI DiI inh -8, NSD2 inh -18, Keap1-Nrf2 PPI -1, Arr AP2 block -3, DAGLB inh 1, SR-BI uptake up 8, PKA-R2B act 4, RTF Ca sens inh -8 and LANA DNA inh 0.7.
For Cc1cc(NC(=O)CN2C(=O)NC3(CCCCC3C)C2=O)no1 (configuration not stated) the results were PvdQ inh -2, SR-BI DiI inh 13, NSD2 inh 0, Keap1-Nrf2 PPI 3, Arr AP2 block 1, DAGLB inh 0, SR-BI uptake up -13, PKA-R2B act 7, RTF Ca sens inh 0 and LANA DNA inh 1.3.
For Cc1ccc(C([O-])=C(C(=S)NCc2ccccc2)[n+]2cccc(CO)c2)cc1[N+](=O)[O-] the results were PvdQ inh -5, SR-BI DiI inh -10, NSD2 inh 2, Keap1-Nrf2 PPI -4, Arr AP2 block 24, DAGLB inh 2, SR-BI uptake up 10, PKA-R2B act 4, RTF Ca sens inh -5 and LANA DNA inh -8.3.
CCOC(=O)/C(C#N)=C/c1ccc(OCC(=O)Nc2ccc(OC)cc2)c(OC)c1 was read as PvdQ inh -14, SR-BI DiI inh -5, NSD2 inh 0, Keap1-Nrf2 PPI -2, Arr AP2 block 0, DAGLB inh 7, SR-BI uptake up 5, PKA-R2B act -1, RTF Ca sens inh -7 and LANA DNA inh -0.6.
COC(=O)c1nc2nc(C)cc(=O)n2[nH]1 was read as PvdQ inh 4, SR-BI DiI inh -25, NSD2 inh -4, Keap1-Nrf2 PPI 1, Arr AP2 block -1, DAGLB inh 0, SR-BI uptake up 25, PKA-R2B act -6, RTF Ca sens inh -4 and LANA DNA inh -0.5.
Screening Cc1ccccc1C(=O)O/N=C(\N)c1ccncc1 returned PvdQ inh 6, SR-BI DiI inh -2, NSD2 inh -1, Keap1-Nrf2 PPI -1, Arr AP2 block 17, DAGLB inh -6, SR-BI uptake up 2, PKA-R2B act -8, RTF Ca sens inh -6 and LANA DNA inh 1.4.
Screening CC(NS(=O)(=O)c1ccc(Br)cc1)C(=O)NCc1ccc2c(c1)OCO2 (configuration not stated) returned PvdQ inh -3, SR-BI DiI inh -16, NSD2 inh -8, Keap1-Nrf2 PPI 0, Arr AP2 block 7, DAGLB inh 2, SR-BI uptake up 16, PKA-R2B act 5, RTF Ca sens inh 5 and LANA DNA inh 1.3.
COc1ccccc1N1C(=O)c2ccccc2NC1c1ccc(O)cc1 (configuration not stated) was read as PvdQ inh -20, SR-BI DiI inh -12, NSD2 inh -2, Keap1-Nrf2 PPI 0, Arr AP2 block 3, DAGLB inh 0, SR-BI uptake up 12, PKA-R2B act -2, RTF Ca sens inh -5 and LANA DNA inh 1.3.
`Cc1cc(CSc2ccccc2)ccc1NC(=O)c1cccc([N+](=O)[O-])c1` gave PvdQ inh -1, SR-BI DiI inh 45, NSD2 inh -4, Keap1-Nrf2 PPI 0, Arr AP2 block 29, DAGLB inh -2, SR-BI uptake up -45, PKA-R2B act 1, RTF Ca sens inh -3 and LANA DNA inh -0.9.
`CCC(Sc1n[nH]c(=O)[nH]c1=O)C(=O)OCc1ccccc1` (configuration not stated) gave PvdQ inh -10, SR-BI DiI inh 11, NSD2 inh 6, Keap1-Nrf2 PPI -2, Arr AP2 block -10, DAGLB inh 2, SR-BI uptake up -11, PKA-R2B act 4, RTF Ca sens inh -5 and LANA DNA inh 1.8.
CCC(C)c1ccccc1NC(=O)C(C)Sc1n[nH]c(N)n1 (configuration not stated) was read as PvdQ inh -18, SR-BI DiI inh -22, NSD2 inh -1, Keap1-Nrf2 PPI -2, Arr AP2 block 3, DAGLB inh 3, SR-BI uptake up 22, PKA-R2B act 5, RTF Ca sens inh -6 and LANA DNA inh -0.3.
Screening CCOC(=O)/C=C1\SCC(=O)N1CC(=O)Nc1cccc(F)c1 returned PvdQ inh -12, SR-BI DiI inh -13, NSD2 inh -2, Keap1-Nrf2 PPI -9, Arr AP2 block 8, DAGLB inh -1, SR-BI uptake up 13, PKA-R2B act -2, RTF Ca sens inh -1 and LANA DNA inh -2.1.
CCS(=O)(=O)n1nc(-c2ccc(OC)cc2)nc1N was read as PvdQ inh 5, SR-BI DiI inh -4, NSD2 inh -1, Keap1-Nrf2 PPI 1, Arr AP2 block 2, DAGLB inh 0, SR-BI uptake up 4, PKA-R2B act -1, RTF Ca sens inh -10 and LANA DNA inh -1.5.
COc1cc(C(=O)NCc2ccc(F)cc2)cc(Cl)c1OC was read as PvdQ inh -6, SR-BI DiI inh 35, NSD2 inh -2, Keap1-Nrf2 PPI -5, Arr AP2 block 3, DAGLB inh -1, SR-BI uptake up -35, PKA-R2B act -7, RTF Ca sens inh 2 and LANA DNA inh -0.6.
Screening C[C@H](NC(=O)c1ccccc1Cl)C(=O)Nc1ccccc1F returned PvdQ inh 2, SR-BI DiI inh 0, Keap1-Nrf2 PPI 5, Arr AP2 block 10, DAGLB inh 0, SR-BI uptake up 0, PKA-R2B act 4, RTF Ca sens inh -1 and LANA DNA inh 2.6.
C/C(=N\Nc1ccc(Cl)cc1)c1ccccn1 was read as PvdQ inh -14, SR-BI DiI inh 19, NSD2 inh 2, Keap1-Nrf2 PPI -3, Arr AP2 block -5, DAGLB inh -3, SR-BI uptake up -19, PKA-R2B act -7, RTF Ca sens inh 4 and LANA DNA inh 0.1.
For Cn1cnnc1SCC(C)(C)NS(=O)(=O)c1ccc(Cl)cc1 the results were PvdQ inh -10, NSD2 inh -6, Keap1-Nrf2 PPI -5, Arr AP2 block 16, DAGLB inh -3, PKA-R2B act -4, RTF Ca sens inh -51 and LANA DNA inh -1.1.

Grouped by structure: the entries above containing a nitro group on carbon (two)
For Cc1ccc(C([O-])=C(C(=S)NCc2ccccc2)[n+]2cccc(CO)c2)cc1[N+](=O)[O-] the results were PvdQ inh -5, SR-BI DiI inh -10, NSD2 inh 2, Keap1-Nrf2 PPI -4, Arr AP2 block 24, DAGLB inh 2, SR-BI uptake up 10, PKA-R2B act 4, RTF Ca sens inh -5 and LANA DNA inh -8.3.
`Cc1cc(CSc2ccccc2)ccc1NC(=O)c1cccc([N+](=O)[O-])c1` gave PvdQ inh -1, SR-BI DiI inh 45, NSD2 inh -4, Keap1-Nrf2 PPI 0, Arr AP2 block 29, DAGLB inh -2, SR-BI uptake up -45, PKA-R2B act 1, RTF Ca sens inh -3 and LANA DNA inh -0.9.
